Compound activity as filed in PubChem.
GLS inh: inhibitors of human glutaminase (GLS); O94925; GLS enzymatic activity, qHTS titration; Potency, µM (series often up to 45.5 µM), for inactives: top-dose activity change, negative = inhibition, hits mostly inhibitors; actives 0.21% (n = 410,000); note: potency is the fitted concentration of half-maximal effect; % is set by controls: 0 for no effect and ±100 for the full control effect
Target sequence (O94925 whole entry, looked up): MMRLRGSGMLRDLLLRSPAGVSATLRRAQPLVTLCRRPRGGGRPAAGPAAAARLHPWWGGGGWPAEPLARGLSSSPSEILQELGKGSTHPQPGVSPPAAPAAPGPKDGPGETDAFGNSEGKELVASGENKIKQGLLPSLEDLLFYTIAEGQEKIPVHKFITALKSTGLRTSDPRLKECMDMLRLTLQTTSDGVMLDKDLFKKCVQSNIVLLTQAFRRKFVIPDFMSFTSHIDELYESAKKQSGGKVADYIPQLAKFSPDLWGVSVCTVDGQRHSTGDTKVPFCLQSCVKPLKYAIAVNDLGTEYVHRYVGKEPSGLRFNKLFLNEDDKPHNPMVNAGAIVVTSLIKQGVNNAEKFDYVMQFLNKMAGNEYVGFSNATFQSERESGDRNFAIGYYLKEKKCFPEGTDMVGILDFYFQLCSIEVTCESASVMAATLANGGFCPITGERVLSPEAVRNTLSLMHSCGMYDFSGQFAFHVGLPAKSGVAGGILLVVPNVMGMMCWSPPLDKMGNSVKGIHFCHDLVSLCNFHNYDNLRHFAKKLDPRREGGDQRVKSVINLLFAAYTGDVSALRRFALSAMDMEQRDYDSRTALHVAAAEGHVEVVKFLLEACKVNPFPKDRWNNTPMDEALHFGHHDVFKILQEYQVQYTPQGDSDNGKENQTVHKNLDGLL
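Enzyme dispensed in phosphate buffer (45 mM, pH 8.2, 0.02% Tween-20), compounds pinned in, then 1 mM L-glutamine solution and the glutamate oxidase–HRP–Amplex Red mix added; fluorescence read immediately and again after 30 min at room temperature.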
Pin1 inhibitor: blocks the human prolyl isomerase Pin1. Pin1 FP peptide displacement, HiFluor488, 10 min. Potency, µM (titrated, usually from 115 µM), for the others: top-dose activity, negative = inhibition, hits mostly inhibitors. actives 0.009% (n = 390,000). AID 504891; active = well fitted inhibition curve with a large enough effect in the polarisation, with a control signal flat, not every such curve was filed as active; inconclusive = small, poorly fitted or top-dose-only effect, or effect the other way, or a change in a side signal; inactive = no such curve, though single readings can be large or run the other way; the % refers to the polarisation; note: potency is the fitted concentration of half-maximal effect; % is set by controls: 0 for no effect and ±100 for the full control effect
G9a inh: G9a (human) methyltransferase inhibition; G9a H3K9 monomethylation, AlphaScreen, 2 h; Q96KQ7; actives 8.8% (n = 350,000); AID 504332; Potency, µM (doses to about 102 µM), without a hit: at the top dose activity, negative = inhibition, usual class: inhibitors; note: potency is the fitted concentration of half-maximal effect; % is set by controls: 0 for no effect and ±100 for the full control effect; nearly all actives have a fitted effect of over 75% in size
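AlphaScreen read-out: biotin-H3K9 peptide (500 nM) methylation by 20 nM enzyme with 20 uM SAM, 2 h at room temperature after 15 min compound preincubation; anti-monomethyl H3K9 antibody plus donor/acceptor beads, 10 min dark.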
HP1b binding inh: blocks HP1-beta chromodomain binding to methylated histone tails. P83916. AID 540317. Potency, µM (titrated, usually from 114 µM), without a hit: at the highest dose activity change, negative = inhibition, actives largely listed as inhibitors. actives 0.56% (n = 390,000). AlphaScreen HP1-beta / biotin-H3K9me3 peptide binding; note: potency is the fitted concentration of half-maximal effect; nearly all actives have a fitted effect of over 70% in size; inactives centre near 23
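AlphaScreen: HP1-beta (50 nM) preformed 30 min with biotin-H3(1-18)K9me3 peptide (50 nM) in PBS pH 7.4, 0.01% Tween-20. Compound added for 30 min at RT, then streptavidin donor/nickel chelate acceptor beads (10 ug/mL) for 30 min.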
PI4K2A inh: PI4K2A (human) kinase inhibition; actives 0.13% (n = 420,000); activity change, negative = inhibition, % at 76.9 µM; purified PI4K2A, ADP-Glo luminescence, 1 h; hits give low values; Q9BTU6; AID 1346378; in the data active = activity change below about -50%; inconclusive = mostly about -30% to -49%;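 note: -100% = wells without enzyme as full effect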
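Compounds are screened against recombinant PI4K2A using PI as substrate and ATP, the latter dispensed at 300 microM. Reactions run one hour at ambient temperature before ADP-Glo detection; full inhibition defined by wells lacking enzyme.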
BAZ2B inh: inhibitors of human BAZ2B bromodomain. Q9UIF8. AlphaScreen BAZ2B-H3K14Ac peptide displacement. Potency, µM (titrated, usually from 114 µM), for inactives: at the highest dose activity change, negative = inhibition, most hits filed as inhibitors. actives 4.4% (n = 360,000); note: potency is the fitted concentration of half-maximal effect; % is set by controls: 0 for no effect and ±100 for the full control effect; nearly all actives have a fitted effect of over 60% in size
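Complex of BAZ2B and biotin-H3K14Ac (50 nM apiece) forms over 30 min at RT, then faces library compounds up to 110 uM for another 30 min; AlphaScreen beads added, 20 min dark incubation, luminescence read.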
Tb PGK inh: blocks T. brucei phosphoglycerate kinase; P07378; actives 0.043% (n = 380,000); Potency, µM (series often up to 57.5 µM), inactives show at the top dose activity change, negative = inhibition, hits mostly inhibitors; PGK/GAPDH coupled, Kinase-Glo luminescence, 60 min; note: potency is the fitted concentration of half-maximal effect; % is set by controls: 0 for no effect and ±100 for the full control effect; nearly all actives have a fitted effect of over 60% in size
Target sequence (P07378 whole entry, looked up): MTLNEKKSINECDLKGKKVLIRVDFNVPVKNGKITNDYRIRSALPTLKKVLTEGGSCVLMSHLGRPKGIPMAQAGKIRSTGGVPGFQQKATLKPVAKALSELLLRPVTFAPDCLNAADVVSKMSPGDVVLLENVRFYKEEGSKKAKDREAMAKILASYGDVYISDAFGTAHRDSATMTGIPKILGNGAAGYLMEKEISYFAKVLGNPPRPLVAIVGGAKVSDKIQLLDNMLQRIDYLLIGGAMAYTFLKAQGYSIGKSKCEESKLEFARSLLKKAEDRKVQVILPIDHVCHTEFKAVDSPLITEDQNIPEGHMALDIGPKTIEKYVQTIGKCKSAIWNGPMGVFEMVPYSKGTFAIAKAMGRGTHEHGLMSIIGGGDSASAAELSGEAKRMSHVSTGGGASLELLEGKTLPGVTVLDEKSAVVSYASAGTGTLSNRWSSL
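Luminescent ATP detection (Kinase-Glo Plus) follows a 60-minute room-temperature incubation, with wells lacking PGK as controls. Buffer: 100 mM TEA (pH 7.6), 5 mM MgCl2, 0.01% Tween-20. Coupling enzyme GAPDH (100 nM final) supplies unstable 1,3-BPG in-well.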
JMJD2A Tudor: JMJD2A Tudor domain (human) inhibition; Potency, µM (doses to about 114 µM), for inactives: top-dose activity change, negative = inhibition, usual class: inhibitors; actives 4.4% (n = 390,000); AlphaScreen JMJD2A-Tudor / H3K4me3 peptide binding; note: potency is the fitted concentration of half-maximal effect; % is set by controls: 0 for no effect and ±100 for the full control effect; nearly all actives have a fitted effect of over 50% in size
Pol eta inh: blocks human DNA polymerase eta activity; Q9Y253; recombinant Pol eta, fluorescent DNA replication assay; Potency, µM (series often up to 114 µM), inactives show at the top dose activity change, negative = inhibition, actives largely listed as inhibitors; actives 1.2% (n = 390,000); note: potency is the fitted concentration of half-maximal effect; % is set by controls: 0 for no effect and ±100 for the full control effect
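Pol eta (10 nM) was preincubated with compounds for 15 min at room temperature, after which fluorescent replication substrate (50 nM final) was added to start the reaction. Fluorescence was read kinetically at 0 and 10 min.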
Numbers without * were called inactive; i = inactive; ? = inconclusive; · = no result given; [ ] = another dose, or the depositor's remark. Unless noted, calls come from the whole dose curve; as a rule, active = well fitted curve in the direction sought with a large enough effect; inconclusive = small, poorly fitted or top-dose-only effect, or another doubt; inactive = no such curve, though single readings can be large; an effect the other way counts as inactive or inconclusive. A portion of the library, so the mix of outcomes need not match the whole.

Second line of a record: GLS inh	Pin1 inhibitor	G9a inh	HP1b binding inh	PI4K2A inh	BAZ2B inh	Tb PGK inh	JMJD2A Tudor	Pol eta inh
- COc1ccccc1C(=O)Nc1cc2c(cc1N1CCCC1)n(C)c(=O)c(=O)n2C
→ 5%	-2%	-1%[59 µM]	46%[activator]	2	3%	-3%	9%	1%
- C[C@]12C(=O)N(c3cccc(F)c3)C(=O)N1[C@H]1c3ccccc3OC[C@@H]1[C@H]2c1ccccc1
→ -2%	2%	·	32%	-2	·	7%	-21%	-29%
- O=C1c2ccccc2S(=O)(=O)c2cc(C(=O)N3CCN(C(=O)c4ccccc4)CC3)ccc21
→ 7%	-2%	·	36%	2	·	5%	-23%	-4%
- COCc1cc(C)nc(OCC(=O)N/N=C/c2cc(C)n(-c3c(C)cccc3C)c2C)c1C#N
→ 8%	3%	-11%[12.7 µM]	-21%	-15	?	2%	?	-14%
- C/C(CC(=O)NCc1ccco1)=N\NC(=O)COc1ccc(C)cc1
→ -4%	-2%	20%[59 µM]	25%	-2	1%	-2%	-8%	-13%
- COc1ccc(-c2nn(-c3ccccc3)cc2C(=O)N2CCN(C(=O)c3ccco3)CC2)cc1
→ -9%	-1%	·	16%[57 µM]	-3	·	-3%	-19%	-9%
- O=C(O)CC1(CC(=O)Nc2cc3ccccc3cn2)CCCCC1
→ 2%	-7%	89µM*	31%	-2	-29%	-4%	-5%	-4%
- CCc1cccc(CC)c1N(COC)C(=O)Cn1ccccc1=N
→ -1%	-3%	14%[59 µM]	40%	0	-1%	3%	-2%	-15%
- COC(=O)C(C)Sc1nnc2n(-c3cccc(C)c3)c(=O)c3c4c(sc3n12)CCCC4 (stereo not given)
→ 6%	2%	25µM*	32%	-3	3%	-3%	-22%	-9%
- CC(C)OC(=O)c1cc(C(=O)c2cc(F)ccc2O)coc1=N
→ 16%	6%	8%	7%	2	-22%	8%	-11%	-2%
- CCOC(=O)N1CCC(N2CC34C=CC(O3)C(C(=O)O)C4C2=O)CC1 (stereo not given)
→ 0%	12%	?	43%[activator]	0	12%	-6%	-12%	-13%
- CCOC(=O)C1CCN(C(=O)C2COc3ccccc3O2)CC1 (stereo not given)
→ 2%	-1%	-42%	26%	-4	0%	5%	-5%	-23%
- CCC(C)NC(=O)CCC(=O)Nc1ccc2nc(N3CC(C)CC(C)C3)cc(C)c2c1 (stereo not given)
→ 16%	2%	-45%	36%	-19	1%	-1%	1%	-6%
- Cc1ccc(OCCC(=O)OCC(=O)NC2CCS(=O)(=O)C2)cc1 (stereo not given)
→ -2%	-9%	8%	-2%	-2	13%	-4%	-14%	0%
- O=C(Nc1ccnn1C1CCN(Cc2ccccn2)CC1)c1cccc(F)c1
→ -7%	-20%	-41%	49%[activator]	5	-26%	-3%	-8%	-12%
- COc1ccc(C)cc1S(=O)(=O)Nc1cc2c3c(c1)CCC(=O)N3CCC2
→ 2%	-3%	6%	21%	1	2%	-6%	0%	-10%
- O=C(Nc1ccc2nc3n(c(=O)c2c1)CCCC3)c1cccc(F)c1
→ 0%	0%	7%	34%	-4	10%	-3%	3%	-7%
- COC(=O)c1ccc(N2CCN(C(=O)c3ccccc3)CC2)c(NC(C)=O)c1
→ 13%	-3%	-6%	9%	-1	-19%	-3%	-12%	-14%
- NC(=O)c1ccsc1NC(=O)COC(=O)CNC(=O)c1ccc(Cl)cc1
→ -7%	1%	·	12%	17	·	0%	-5%	-13%
- COc1ccc(NC(=O)CCS(=O)(=O)c2ccc(Cl)cc2)cc1
→ 3%	-9%	-4%	41%[activator]	-7	-22%	-11%	-10%	-19%

Reformatted: entries from further up.
smiles: COC(=O)c1ccc(N2CCN(C(=O)c3ccccc3)CC2)c(NC(C)=O)c1
  GLS inh = 13%
  Pin1 inhibitor = -3%
  G9a inh = -6%
  HP1b binding inh = 9%
  PI4K2A inh = -1
  BAZ2B inh = -19%
  Tb PGK inh = -3%
  JMJD2A Tudor = -12%
  Pol eta inh = -14%
smiles: NC(=O)c1ccsc1NC(=O)COC(=O)CNC(=O)c1ccc(Cl)cc1
  GLS inh = -7%
  Pin1 inhibitor = 1%
  G9a inh = ·
  HP1b binding inh = 12%
  PI4K2A inh = 17
  BAZ2B inh = ·
  Tb PGK inh = 0%
  JMJD2A Tudor = -5%
  Pol eta inh = -13%
smiles: COc1ccc(NC(=O)CCS(=O)(=O)c2ccc(Cl)cc2)cc1
  GLS inh = 3%
  Pin1 inhibitor = -9%
  G9a inh = -4%
  HP1b binding inh = 41%[activator]
  PI4K2A inh = -7
  BAZ2B inh = -22%
  Tb PGK inh = -11%
  JMJD2A Tudor = -10%
  Pol eta inh = -19%

Additional compounds
Second line of a record: GLS inh	Pin1 inhibitor	G9a inh	HP1b binding inh	PI4K2A inh	BAZ2B inh	Tb PGK inh	JMJD2A Tudor	Pol eta inh
- Cc1cc(N2CCN(C)CC2)nc(N2CCOCC2)n1
→ 11%	3%	0%[59 µM]	13%	-1	-3%	-2%	-11%	3%
- Cc1ccc(S(=O)(=O)NCC(=O)NCC(=O)NCCc2ccccc2F)cc1C
→ 6%	1%	13%[12.7 µM]	27%	2	-6%	i	-7%	-14%
- COc1ccc(-c2ccc3c(N)c(C(=O)NCc4ccc(Cl)cc4)sc3n2)cc1
→ 0%	?	2%[59 µM]	53%[activator]	-1	1%	-5%	-17%	-18%
- CC(C)CC(OC(=O)c1cccs1)C(=O)NCc1ccco1 (stereo not given)
→ -5%	0%	13µM*	-23%	-9	-19%	-5%	-18%[57.1 µM]	?
- CCOC(=O)CN(C(=O)COC(=O)C1=NNC(=O)CC1)c1ccc(F)cc1
→ -5%	0%	·	45%[activator]	12	·	-3%	-5%	-15%
- Cc1nc(-c2ccccc2)nc2sc(C(=O)c3ccc(F)cc3)c(N)c12
→ -10%	2%	37%[activator]	57%[activator]	3	14%	-10%	17%	-18%
- CCN1CCCC1CNC(=O)c1cc2c(=O)n(C)c3ccccc3c2n1C (stereo not given)
→ -4%	?	-17%[59 µM]	29%	-1	6%	-1%	-27%	-14%
- O=C(C1=C(O)C(=O)N(CCN2CCOCC2)C1c1ccccc1)c1cccs1 (stereo not given)
→ 10%	-2%	·	55%[activator]	8	·	-6%	-16%[57.1 µM]	9%
- COc1ccccc1N(C)S(=O)(=O)c1ccc(C(=O)N(C)Cc2ccc(OC(F)F)cc2)cc1
→ 8%	9%	-20%	15%	2	-2%	-4%	-16%	-12%
- O=C(O)c1ccccc1C(=O)Nc1ccccc1[N+](=O)[O-]
→ 9%	-5%	-29%	24%	1	-14%	0%	-4%	2%

New compounds follow.
| Structure | GLS inh | Pin1 inhibitor | G9a inh | HP1b binding inh | PI4K2A inh | BAZ2B inh | Tb PGK inh | JMJD2A Tudor | Pol eta inh |
| --- | --- | --- | --- | --- | --- | --- | --- | --- | --- |
| O=C(OCCOc1ccccc1)c1cc(S(=O)(=O)N2CCOCC2)ccc1Cl | 2% | -1% | 12%[0.501 µM] | 50%[activator] | 2 | 5% | 0% | 13% | -12% |
| COc1ccccc1NC(=O)c1sc2nc(-c3cc4ccccc4oc3=O)[nH]c(=O)c2c1C | -4% | -10% | -9%[59 µM] | 50%[activator] | -7 | -29% | i | 2% | 13% |
| O=C(OCCOc1ccccc1)c1cc(S(=O)(=O)N2CCOCC2)c(Cl)cc1Cl | 0% | · | · | · | -1 | · | -9% | · | -7% |
| Clc1ccccc1CSc1nnc(C2CCNCC2)o1 | 0% | -10% | -3%[59 µM] | 66%[activator] | 0 | -17% | -3% | 1% | -11% |
| O=C(Nc1cc(Cl)ccc1-n1cncn1)c1cc(F)cc(F)c1 | -1% | -10% | 50µM* | 12% | 2 | 9% | -11% | -5% | -18% |
| CSc1cccc(NC(=O)Cn2cccc2)c1 | -4% | 0% | ? | -21% | 3 | ? | -6% | ? | -14% |
| N#CCCN(Cc1cccnc1)C(=O)Nc1ccc(Cl)c(Cl)c1 | -8% | -11% | 6%[12.7 µM] | 56%[activator] | 0 | -1% | 2% | -16% | 7% |
| CC(NC(=O)c1noc2c1CCCC2)c1ccccc1 (stereo not given) | -13% | 1% | · | 25% | -6 | -26% | -6% | -1% | -13% |
| COc1ccc(C(=O)Nc2ccc(C(=O)Nc3cccnc3)cc2)cc1 | 1% | 10% | 50µM* | ? | -13 | -26% | -3% | -34% | -14% |
| Cc1c(C(=O)OCC(=O)N(C)c2ccccc2)cccc1[N+](=O)[O-] | 5% | 4% | -1% | 1% | -4 | · | 0% | -6% | 4% |
| Cc1ccc(-c2csc(N3CCN(CCCn4c(C(F)(F)F)nc5ccccc54)CC3)n2)cc1 | 5% | 26% | 45µM* | -4% | -3 | -38% | -18% | -34% | -22% |
| CCOc1cccc2sc(N3CCN(C(=O)C4CC4)CC3)nc12 | 10% | 2% | -16%[59 µM] | 39%[activator] | 6 | 1% | i | -8% | -11% |
| Cc1ccc(S(=O)(=O)Cc2ccc(C(=O)N3CCc4ccccc4C3)o2)cc1 | -20% | -25% | 50µM* | ? | -13 | 50µM* | -26% | 56µM* | 20µM* |
| CCOc1ccc(NC(=O)CN2C(=O)c3ccccc3C2=O)cc1 | 6% | -3% | 44% | 41%[activator] | -2 | 3% | -5% | 1% | -14% |
| Cn1c(Oc2ccccc2)nc2c1c(=O)n(Cc1ccc(Cl)cc1Cl)c(=O)n2C | 11µM* | -1% | 0%[59 µM] | 18% | 0 | -27% | -7% | -28% | -6% |
| Cc1cccc(C(=O)Nc2ccn(C)n2)c1 | 6% | -2% | -38% | 13% | -13 | -7% | -5% | 0% | -7% |
